Source: PubChem BioAssay (NCI)
All columns: NCI-60 one-dose screen, growth in % after 48 h at 10 µM unless noted; 100 = growth as untreated, 0 = no growth, -100 = all killed.
TK-10 – TK-10 renal cancer cells; 81,000 compounds, 3.9% hits; AID 1794769
RXF 393 – RXF 393 renal cancer cells; 77,000 compounds, 6.9% hits
CAKI-1 – CAKI-1 renal cancer. 75,000 compounds, 4.7% hits
U251 – U251 CNS tumor cells | 80,000 compounds, 5.4% hits | AID 1794753
ACHN – ACHN renal cancer; 81,000 compounds, 4.9% hits; AID 1794771
UO-31 – UO-31 renal cancer. 81,000 compounds, 5.2% hits
SN12C – SN12C renal cancer cells | AID 1794767 | 81,000 compounds, 3.8% hits
786-0 – 786-0 renal cancer cells. 81,000 compounds, 5.1% hits. AID 1794775
A498 – A498 renal cancer cells; 76,000 compounds, 5.4% hits; AID 1794774
* = called active by the depositor; . = not tested or not shown; & = joins results of further samples; ! = not confirmed by another sample; [ ] = dose if it differs, or a comment. Rule for the calls: active = growth percent below 10; inactive = the rest. Rows are unselected. Share with any hit: about 12%.

Results follow in this order: TK-10	RXF 393	CAKI-1	U251	ACHN	UO-31	SN12C	786-0	A498
Cn1cnc([N+](=O)[O-])c1S(=O)(=O)Nc1ccccc1
→ 105	110	82	98	90	69	95	95	95
NC1=NC2(CS1)CSC(N)=N2
→ 102	127	94	99	97	69	96	101	120
O=C(O)CCCCCn1c(-c2ccc(Cl)cc2)nc(-c2ccccc2)c1-c1ccccc1
→ 100	103	95	84	97	79	.	89	79
CCCCCCOc1ccc(/C=N/Nc2cc(C)nc3ccc(Cl)cc23)cc1
→ -51*	-94*	3.3*	-68*	-92*	-90*	-85*	-82*	.
O=S(=O)(Nc1ccc(Cl)c(Cl)c1)c1ccc(-c2cnc(C3CC3)o2)cc1
→ 51	-19*	36	22	45	44	41	46	.
COc1ccc(Nc2ccc(NC(=O)c3ccc([N+](=O)[O-])cc3)cn2)cc1
→ 97	103	85	93	103	67	102	99	81
Cc1c/c(=N\NC(=O)Nc2ccccc2Cl)oc2cc(O)ccc12
→ 106	124	94	87	110	86	95	97	101
CCN1C(=S)N(CC)C2Nn3c(s/c(=C4\C(=O)N(C(C)C)c5ccccc54)c3=O)=NC21 (stereo not drawn)
→ 108	108	70	97	97	63	101	105	98
CC(=O)[C@H]1CC[C@H]2[C@@H]3C=CC4=CC(=O)CC[C@@]4(C)[C@@H]3CC[C@]12C
→ 110	112	107	119	107	75	102	105	.
CC(=O)n1cc(C=O)c2ccccc21
→ 100	113	100	86	106	72	98	101	113
NC(N)=NN=C1c2ccccc2-c2ccccc21
→ 120	75	.	111	96	86	109	101	.
O=c1c2cc(Cl)ccc2oc2ccc(OCCCCCCN3CCCCC3)cc12
→ 100	88	94	79	108	86	85	79	75
COc1ccc(-c2cc(-c3ccc(N)cc3)[nH]c(=O)c2C#N)cc1[N+](=O)[O-]
→ 81	88	71	100	91	84	98	91	76
c1ccc2c(c1)cnc1c3ccccc3n(CCCn3ccnc3)c21
→ 86	86	73	66	64	30	64	96	17
COc1ccc(C2CC(c3ccc4c(c3)OCO4)=Nc3c(N)ncnc3N2)cc1 (stereo not drawn)
→ 118	84	120	101	101	89	111	102	94
C=CS(C=C)=NS(=O)(=O)c1ccc(C)cc1
→ .	.	43	.	58	62	80	90	88
CC(=O)O[C@H]1CC[C@@]2(C)C(=CC[C@@H]3[C@@H]2CC[C@]2(C)C(Cl)=C(c4nc5ccccc5[nH]4)C[C@@H]32)C1
→ 113	72	84	78	88	96	92	83	70
COc1cc(C2CC(c3cc(OC)c(OC)c(OC)c3)=NN2C(C)=O)ccc1OCc1ccc(F)cc1 (stereo not drawn)
→ 51	74	53	60	59	30	54	58	59
O=C(Nc1ccc2[nH]ncc2c1)c1ccccc1-n1cnnn1
→ .	100	.	97	101	68	99	95	113
O=C1OCCN1/N=C/c1ccco1
→ 99	102	113	110	104	81	97	100	.
Nc1nccc(NCCSCc2ccccc2)n1
→ 96	108	93	98	102	90	100	114	.
Cc1ccc(-c2cc(-c3cccn3C)[nH]c(=O)c2C#N)cc1
→ 100	104	84	96	100	84	100	98	.
S=C1SCCN1Cc1ccccc1
→ 96&98	94&110	97&89	94&99	104&96	91&76	96&96	99&116	101&119
Oc1ccc(-c2ccccc2)cc1O
→ 104	115	92	91	104	77	94	107	92
CS(=O)(=O)Nc1nc2ccccc2c(=O)o1
→ 105[100 µM]	109[100 µM]	99[100 µM]	102[100 µM]	100[100 µM]	93[100 µM]	103[100 µM]	100[100 µM]	130[100 µM]
Cc1nc2ccccc2c(/C=C/c2ccc(Br)cc2)c1C(N)=O
→ 131	105	81	98	91	59	89	100	69
Cc1nc2[nH]c(=S)[nH]c(=O)c2nc1C
→ 92	143	.	105	111	66	116	104	116
COC1C(O)CC(OC2CC(OC3CC(O[C@@H]4C(=O)c5c(cc6cc(OC7CC(OC8CC(O)C(O)C(C)O8)C(O)C(C)O7)c(C)c(O)c6c5O)CC4[C@H](OC)[C@@H](O)C(C)=O)OC(C)C3O)OC(C)C2O)OC1C (stereo partly drawn)
→ -1.1*	-58*	29	7.1*	0.9*	0.2*	17	8.0*	-79*
Cc1ccc(S(=O)(=O)N2CCC(C3(C(F)(F)F)N=N3)CC2)cc1
→ 98	107	86	98	99	82	92	97	81
COC(=O)CC[C@@H]1O[C@@H](c2cccc(C(F)(F)F)c2)C[C@H]1O
→ 114	109	96	113	110	93	104	.	93
NC(=O)C(=CNC(=S)Nc1ccc(S(=O)(=O)Nc2ccccn2)cc1)C(N)=O
→ 109	103	103	95	105	89	96	115	88
COc1ccc(Oc2nc(Nc3ccc(N4CCOCC4)cc3)ncc2NC(=O)c2ccc3c(c2)OCO3)cc1
→ 107	50	66	88	91	63	104	75	78
C=C1C(=O)O[C@H]2[C@H]1CC/C(COC(=O)CCCCC(=O)OC/C1=C/CC[C@@]3(C)O[C@H]3[C@H]3OC(=O)C(=C)[C@@H]3CC1)=C\CC[C@@]1(C)O[C@@H]21
→ 25	-44*	.	81	13	46	28	68	124
O=C1NC(=C(Cl)Cl)/C(=N/S(=O)(=O)N2CCCCC2)N1
→ 14	-40*	46	-45*	27	40	23	2.5*	132
CC(C)c1cc(C(C)C)n2nc(N)nc2n1
→ 121	79	108	107	104	80	101	101	105
CCCCCCCCn1cc[n+](C)c1 (tested in a mixture with another compound)
→ 68	84	57	72	68	71	93	79	91
COc1ccc(C2=NN(c3ccccc3)C(c3cn(-c4ccccc4)nc3-c3ccccc3)C2)cc1 (stereo not drawn)
→ 100	142	90	97	113	97	99	90	87
FC(F)(F)c1cccc(OCC2CNC(=S)O2)c1 (stereo not drawn)
→ 90	111	83	98	94	90	97	90	96
N#Cc1c(-c2ccc(Cl)cc2Cl)cc(-c2ccccc2)[nH]c1=O
→ 106	133	94	87	101	78	89	96	102
O=C(Nc1ccccc1Cl)N1CCOCC1
→ 104	117	88	92	107	92	112	107	78
Cc1ccc(Nc2nc(NN)nc(N(c3ccccc3)c3ccccc3)n2)cc1
→ 86	88	67	58	82	45	72	85	58
COc1cc(Br)c(CC(=O)O)cc1OC
→ 114	119	97	92	97	76	102	101	114
O=C1c2ccccc2N2C(=O)CN(Cc3ccccc3)C(=O)C23C=CC1O3 (stereo not drawn)
→ 105	103	.	105	103	80	100	99	106
CCCCCC(O)C1C(=O)OC(C)C(O)/C=C/C=C/C=C/C=C\C=C(\C)C(O)CC(O)CC(O)CC(O)CC(O)CC(O)CC1O (stereo not drawn)
→ 120&106	119&97	88&96	102&45	95&28	71&89	102&109	116&96	90
C=CCN1C(=O)CS/C1=N\Nc1cc(=O)[nH]c2ccccc12
→ 124	101	89	101	95	79	92	.	88
CS(=O)(=O)Nc1ccc(C(=O)NC(C(=O)NO)c2ccc(C3CC3)cc2)cc1 (stereo not drawn)
→ 104	107	98	105	98	95	97	105	107
N#Cc1ccc([N+](=O)[O-])o1
→ 108	113	104	90	104	93	106	102	99
C/C=C/CC(C)C(O)[C@H](NC(=O)[C@@H]1CCCN1C(=O)[C@](C)(CC)NC(=O)CCCCCCCCC)C(=O)N[C@@](C)(CC)C(=O)N[C@@H](CCC(N)=O)C(=O)N[C@H](CCC(N)=O)C(=O)NC(C)(C)C(=O)NC(C)(C)C(=O)N[C@@H](CCC(N)=O)C(=O)N[C@H](CC(C)C)C(=O)N[C@H](CO)CC(C)C (stereo partly drawn)
→ -11*!	-63*	-69*!	-78*!	-79*!	-80*!	-51*!	-80*!	-51*!
COc1ccc(CC(=O)NCCc2ccc3c(c2)OCO3)cc1OC
→ 96	105	90	108	105	90	110	114	.
O=C(Cn1cc(CN2C(=O)c3ccc([N+](=O)[O-])cc3C2=O)nn1)Nc1ccccc1F
→ 98	.	92	105	108	86	100	96	84
O[C@H]1CCC[C@H]1NCc1ccnc2cc(Cl)ccc12
→ 93	117	96	106	103	71	99	96	107
O=S(=O)(NCCCNc1nccc(-c2c(-c3cccc(F)c3)nc3sccn23)n1)c1cccc(F)c1
→ 72	79	42	70	43	28	56	66	.
Cc1cc(N=C2NC(=O)/C(=C/c3cc(C(C)(C)C)c(O)c(C(C)(C)C)c3)S2)no1
→ 86	41	29	28	37	61	54	54	74
CC1(C)CC2(C)CC(=O)C1C(C(=O)O)C2C(=O)O (stereo not drawn)
→ .	103	114	101	97	98	105	123	111
C(=N/OCc1ccccc1)/c1cccnc1
→ 94&113	113&115	101&115	95&99	105&105	88&106	105&108	100&98	100&75
CC(C)N1CSC(=S)NCCNC(=S)SC1
→ 91	108	100	101	105	75	87	101	105
CC1=NN(c2nc(-c3ccccc3)c(C#N)c(=O)n2C)C(=O)C1
→ 121	104	95	98	98	102	106	103	75
Cc1c(C(=O)N2CCCCC2)[nH]c2ccc(Cl)cc2c1=O
→ 91	105	96	95	104	94	.	101	138
O=C(O)c1cc2cc(Br)ccc2c(Br)c1O
→ 103	115	96	102	102	73	90	94	81
CCOC(=O)/C=C(\CC(=O)OCC)n1c(=O)c2sc3ncccc3c2n2nnc(-c3ccccc3)c12
→ 122	114	86	102	95	68	96	100	117

Further structures follow.
Results follow in this order: TK-10	RXF 393	CAKI-1	U251	ACHN	UO-31	SN12C	786-0	A498
O=C(COc1ccc(NC(=O)Nc2ccc(Cl)cc2)cc1)N=Nc1c(O)[nH]c2ccc(Cl)cc12
→ 96	92	100	63	100	82	98	102	120
COc1cc([N+](=O)[O-])c(S(=O)(=O)O)cc1NS(=O)(=O)c1ccc(C)cc1
→ 102	100	103	103	101	98	87	102	104
COc1ccc2[nH]c(O)c(N=NC(=O)c3ccc4nc(-c5ccccc5)[nH]c4c3)c2c1
→ 148	122	102	104	109	92	110	114	144
COC(=O)c1cccnc1Nc1ccc(N2C(=O)C=CC2=O)cc1
→ 122	116	92	102	99	90	99	102	103
CCN(CC)CCOc1ccc(-c2c(-c3ccccc3)c(=O)oc3ccccc23)cc1
→ 96	72	98	86	100	62	80	85	72
COc1ccc(-c2nc(N3N=C(c4ccc(F)cc4)CCC3=O)n(C)c(=O)c2C#N)cc1OC
→ 100	109	94	96	92	84	95	101	92
C/C=C\C=N\NC(=O)N/N=C\C=C\C
→ .	104	113	104	108	80	126	118	96
C=CCn1c(SCC(=O)c2ccc(Br)cc2)nnc1-c1c[nH]c2ccccc12
→ 134	113	90	100	88	68	96	99	.
NS(=O)(=O)Oc1ccc(NC(=O)C2CCCCCC2)cc1
→ 105	116	87	100	97	82	99	107	122
Cc1cccc(NC(=O)Nc2ccc(Nc3ncnc4sc5c(c34)CCN(C(=O)OC(C)(C)C)C5)cc2)c1
→ 111	97	81	78	84	51	96	98	73
CCCCCCn1c(-c2ccc(-c3nc(-c4ccc(Cl)cc4)no3)cc2)nc(-c2ccccc2)c1-c1ccccc1
→ 115	114	94	106	108	90	104	108	.
N#CC(C(O)c1ccccc1)N1CCOCC1 (stereo not drawn)
→ 101	86	120	97	99	82	95	102	99
Clc1ccc2c(NCCNC34CC5CC(CC(C5)C3)C4)ccnc2c1
→ -95*	-86*	-81*	-62*	-96*	-99*	-75*	-80*	-94*
OC(COc1ccc(Cl)cc1Cl)COc1ccc(Cl)cc1Cl
→ 124	117	70	95	98	95	98	100	99
Oc1ccc(CSc2nnc(-c3ccncc3)o2)c2cccnc12
→ 35	7.2*	7.1*	16	41	12	7.4*	31	9.3*
CN1CCN(c2ccc(-c3ccn4c(-c5ccnc6ccccc56)nnc4c3)cc2)CC1
→ 80	97	82	92	88	62	90	32	101
COc1cc2cn3c4ccccc4oc(=O)c3c2cc1OC
→ .	.	99	99	97	73	97	96	110
CCCNCCC(=O)Nc1ccc(C)c(Cl)c1
→ 92	99	.	96	.	86	102	94	91
Cc1ncc(N)c2c1OC(C)(C)OC2
→ 113	110	98	109	108	93	103	105	104
Cc1ccc(S(=O)(=O)CC(=O)c2cc3cc(Br)ccc3oc2=O)cc1
→ 110	102	89	92	98	77	92	100	.
CCOC(=O)c1c(C)oc2ncnc(Nc3ccc(OCc4ccc(Cl)c(Cl)c4)cc3)c12
→ 89	101	96	104	102	98	93	94	92
O=C1c2ccccc2CC1CN1CCCCC1 (stereo not drawn)
→ 116	112	97	102	110	73	106	98	94
COc1cccc2cc(C(=O)CSc3nnnn3-c3ccccc3)c(=O)oc12
→ 99	105	104	90	105	92	85	110	102
O=C1C(c2ccccc2)CN1Cc1ccccc1 (stereo not drawn)
→ 90&88	111&111	84&88	116	101&97	87&86	110&106	96&104	105&106
O=C1C(=O)N(CN2CCCCC2)c2ccccc21
→ 124	108	86	98	92	67	96	104	114
C#CCOC(=O)c1ccc(C)cc1
→ 85	107	.	97	105	91	103	100	99

Of the compounds above, seven contain a cyano group.
Results follow in this order: TK-10	RXF 393	CAKI-1	U251	ACHN	UO-31	SN12C	786-0	A498
COc1ccc(-c2cc(-c3ccc(N)cc3)[nH]c(=O)c2C#N)cc1[N+](=O)[O-]
→ 81	88	71	100	91	84	98	91	76
Cc1ccc(-c2cc(-c3cccn3C)[nH]c(=O)c2C#N)cc1
→ 100	104	84	96	100	84	100	98	.
N#Cc1c(-c2ccc(Cl)cc2Cl)cc(-c2ccccc2)[nH]c1=O
→ 106	133	94	87	101	78	89	96	102
N#Cc1ccc([N+](=O)[O-])o1
→ 108	113	104	90	104	93	106	102	99
CC1=NN(c2nc(-c3ccccc3)c(C#N)c(=O)n2C)C(=O)C1
→ 121	104	95	98	98	102	106	103	75
COc1ccc(-c2nc(N3N=C(c4ccc(F)cc4)CCC3=O)n(C)c(=O)c2C#N)cc1OC
→ 100	109	94	96	92	84	95	101	92
N#CC(C(O)c1ccccc1)N1CCOCC1 (stereo not drawn)
→ 101	86	120	97	99	82	95	102	99
